Bioassay records from PubChem.
AddAB inh = less growth of phage-infected E. coli with AddAB; E. coli expressing H. pylori AddAB, absorbance growth; inhibition, % at 11.9 µM; hit rate 0.29% among 330,000; in the data active means inhibition above about 12%;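 further: 0% = vehicle wells of infected cells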
OPRM1-OPRD1 inv = mu-delta opioid heterodimer inverse agonism | P35372+P41143 | cell-based MOR-DOR heterodimer luminescence | inhibition, % at 9.3 µM | hit rate 0.21% among 340,000 | AID 504357; in the data active means inhibition above about 22%, passing the limit was not always enough;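 further: 0% = cells with DMSO and 100% = wells without cells with DMSO; values of inactives mirror those of a sister screen read the other way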
phage Ecoli inh = E. coli growth loss with phage present; growth absorbance; inhibition, % at 11.9 µM; hit rate 0.26% among 360,000; in the data active means inhibition above about 11%
MOR-DOR ag = OPRM1-OPRD1 heterodimerization agonism. cells, luminescence. hit rate 0.3% among 340,000. P35372+P41143. activation, % at 9.3 µM; in the data active means activation above about 18%;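 further: 0% = vehicle-treated cells and 100% = reference agonist; values of inactives mirror those of a sister screen read the other way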
Ecoli viability = reduces bacterial viability in AddAB counter-screen. AID 449728. E. coli V3065 growth, OD600 absorbance, 18 h. hit rate 0.27% among 330,000. inhibition, % at 11.9 µM;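 active means inhibition above the campaign's mean inhibition across all tested compounds plus 3 SD, cut at about 9.9% in these data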;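 further: uninfected addAB+ strain grown without phage in ampicillin broth; 0% = DMSO wells and 100% = ciprofloxacin 0.95 µg/ml wells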
Pemphigus Ab inh = blocks pemphigus antibody binding to human desmoglein-3 | P32926 | DSG3-coupled beads, scFv-anti-DSG3-GFP binding, flow cytometry; stronger effect = lower value | binding (percent of control), % at 10 µM | hit rate 0.48% among 310,000 | AID 588358;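 active means binding more than 3 SD below its plate's average and above zero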; further: some compounds called inactive have numbers as strong as hits
Target sequence (P32926 whole entry, looked up): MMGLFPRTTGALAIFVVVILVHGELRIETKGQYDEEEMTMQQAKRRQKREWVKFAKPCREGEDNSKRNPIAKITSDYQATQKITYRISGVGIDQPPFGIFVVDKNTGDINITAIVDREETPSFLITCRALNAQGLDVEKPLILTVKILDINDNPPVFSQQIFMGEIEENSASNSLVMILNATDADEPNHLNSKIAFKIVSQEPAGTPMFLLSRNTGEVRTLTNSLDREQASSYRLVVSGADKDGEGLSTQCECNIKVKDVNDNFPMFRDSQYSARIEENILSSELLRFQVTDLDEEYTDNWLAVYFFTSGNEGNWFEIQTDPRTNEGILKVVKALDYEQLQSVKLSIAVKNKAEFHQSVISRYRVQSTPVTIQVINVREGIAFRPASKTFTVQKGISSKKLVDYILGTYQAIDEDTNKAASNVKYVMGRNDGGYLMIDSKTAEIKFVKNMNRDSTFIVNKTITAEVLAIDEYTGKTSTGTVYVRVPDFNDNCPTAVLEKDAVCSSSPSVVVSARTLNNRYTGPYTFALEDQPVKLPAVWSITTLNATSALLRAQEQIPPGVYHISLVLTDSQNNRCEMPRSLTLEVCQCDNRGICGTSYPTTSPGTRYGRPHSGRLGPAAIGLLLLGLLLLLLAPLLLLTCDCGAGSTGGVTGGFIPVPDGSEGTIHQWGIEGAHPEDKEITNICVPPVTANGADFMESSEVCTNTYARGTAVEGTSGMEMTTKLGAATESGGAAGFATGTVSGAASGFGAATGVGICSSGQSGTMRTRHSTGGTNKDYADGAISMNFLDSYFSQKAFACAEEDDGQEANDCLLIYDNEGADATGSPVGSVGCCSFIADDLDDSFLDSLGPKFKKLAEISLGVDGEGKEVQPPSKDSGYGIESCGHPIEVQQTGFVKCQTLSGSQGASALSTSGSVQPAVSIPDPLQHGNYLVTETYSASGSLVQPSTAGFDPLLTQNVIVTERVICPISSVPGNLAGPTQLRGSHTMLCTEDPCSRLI
Arrestin-AP2 inh = inhibitors of human beta-arrestin and AP2 interaction. FITC-arrestin peptide / GST-AP2 beads, flow cytometry; AP2 beta2 appendage carries R879A mutation. inhibition, % at 10 µM. hit rate 0.31% among 340,000. AID 504490;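 active means inhibition above a set limit, near 3 SD of compounds lacking own fluorescence, cut at about 54% in these data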;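 further: plate controls were DMSO wells for no effect and 5 µM unlabelled arrestin peptide for full effect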
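System: GST-AP2 R879A glutathione beads | Also added: FITC-arrestin peptide, 50 nM | Times: 12 min plus 1 h, RT | Signal: Bead flow cytometry, FITC channel | Buffer or medium: PBS with 0.05% Tween 20 and 0.1% BSA | Read-out basis: Percent drop in bead-associated FITC signal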
SUMO Mot1 rescue = inhibitors of SUMOylation pathway: yeast Mot1-301 growth rescue; hit rate 1% among 320,000; AID 2716; growth rescue, % at 18.8 µM; S. cerevisiae Mot1-301 growth rescue, ATP luminescence, 38.5C; percent above DMSO median, 100 means doubled;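 active means every valid replicate shows activation above 250% relative to neutral control wells; inactive means the rest, any valid replicate at or below 250%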;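 further: OY570 slx delta 5 strain wells were the positive control but not used for scaling; some compounds called inactive have numbers as strong as hits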
PKA-R1A act = activators of PKA-R1A complex | P00514+P68181 | PKA-R1A dissociation, Cy5-IP20 fluorescence polarization; scaled: DMSO 0%, 113 µM cGMP 100% | activation, % at 11.4 µM | hit rate 0.083% among 340,000;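 active means percent activation above the mean of all tested compounds plus 3 SD, cut at about 19% in these data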;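 further: higher means more PKAc released from R1A so a rise in polarization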
Tat transport = E. coli Tat transport inhibition; E. coli MC4100 TorA-mCherry Tat export, fluorescence; inhibition, % at 10 µM; hit rate 0.036% among 340,000;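 active means mean replicate inhibition at least 50% and at least half of replicates individually reaching 50%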;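 further: exported cargo escapes ClpAP degradation while cytoplasmic cargo is degraded and loses fluorescence; 0% = median of neutral control wells and 100% = median of NaSCN control wells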
PfHsp90 set2 = growth inhibition of yeast expressing Plasmodium Hsp90; inhibition, % at 9.4 µM; S. cerevisiae expressing PfHsp90, BacTiter-Glo ATP, 48 h; yeast lacking PDR1 and PDR3 efflux regulators; hit rate 0.32% among 310,000; AID 504621;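 active means every replicate shows inhibition above about 80%, whatever the replicate mean, limit read from the data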;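 further: 0% = DMSO neutral controls and 100% = 20 µM radicicol positive controls; yeast relying on Plasmodium falciparum Hsp90 in place of its own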
An asterisk follows results filed as active; . = no result given.

No.	Molecule	PKA-R1A act	SUMO Mot1 rescue	Arrestin-AP2 inh	Pemphigus Ab inh	phage Ecoli inh	Ecoli viability	AddAB inh	MOR-DOR ag	Tat transport	PfHsp90 set2	OPRM1-OPRD1 inv
1	COc1cccc(NC(=O)CN(C)C(=O)c2c(C)nn(-c3ccccc3)c2Cl)c1	-7	0	-2	105	2.0	0.0	2.1	0.2	0	5	-1
2	CC(=O)c1cccc(OCC(O)CNCCc2ccc(Cl)cc2)c1 (stereo not drawn)	-1	-14	-3	92	-3.2	1.6	0.6	-4.7	-8	-40	21
3	CC(=O)N1c2ccccc2C2(O)N=C(C)SC12 (stereo not drawn)	1	9	-5	108	.	1.6	-1.4	1.2	-6	-9	-9
4	NC(=O)C1CCN(C2=C(NS(=O)(=O)c3ccc(Cl)cc3)C(=O)c3ccccc3C2=O)CC1	-15	-9	4	100	2.1	1.6	-2.0	0.7	1	-21	-4
5	COc1ccc(CNC(=O)CSc2nnc(-c3cccnc3)n2N)cc1	3	-5	2	121	1.5	0.6	-1.0	2.5	-3	-29	-13
6	Cc1ccc(NC(=O)C2CC(=O)OC23CCOC(C)(C)C3)cc1 (stereo not drawn)	4	7	4	95	0.9	0.2	2.9	-0.7	-4	-12	4
7	COC(=O)COC(=O)c1ccc(O)cc1	0	-10	-7	.	1.9	2.2	0.5	-0.9	4	.	4
8	Nc1nc(N2CCN(Cc3ccccc3)CC2)n[nH]1	-13	-26	35	79*	3.6	-1.3	2.0	-2.5	-6	-19	13
9	CC(=O)/C(=N/Nc1ccc(Br)cc1)Sc1cccc2cccnc12	-6	25	14	100	1.1	-1.4	5.3	-0.9	-11	4	5
10	CCN1CCN(c2ccc(S(=O)(=O)N3CCCCC3)cc2NC(=O)/C=C/c2ccc(OC)c(OC)c2)CC1	-2	-11	7	109	4.1	-3.4	3.3	-3.2	7	.	16
11	CCCCn1c(NCc2ccccn2)nc2ccccc21	-1	-11	5	104	2.0	1.7	2.8	-2.6	6	2	14
12	COc1ccc(C(CNC(=O)CCC(=O)c2ccc(C)s2)N2CCOCC2)cc1 (stereo not drawn)	-2	-13	-13	.	1.3	-2.3	-0.8	-4.6	-2	-4	18
13	O=C(CN1CCC(n2cnc3cc(F)ccc32)CC1)Nc1ccccc1Br	-9	16	22	87	6.5	1.7	1.1	0.9	-5	-32	-7
14	COc1ccc(Cl)cc1NC(=O)c1cccc(NC(=O)CCC(=O)O)c1	-11	10	9	102	2.8	1.3	0.7	-1.1	-7	-11	6
15	CC(=O)c1cnc2cc(-c3ccc(C)cc3)nn2c1C	3	23	3	82	2.8	2.2	1.8	0.8	2	-11	-4
16	N#CC1=C2SCC(O)(c3ccccc3)N2C(=O)CC1c1cccs1 (stereo not drawn)	2	.	6	126	2.1	-0.4	1.7	3.0	1	-5	-16
17	COCCSc1nnc(NC(=O)COc2ccc3c(c2)OCO3)s1	9	-9	14	.	1.0	-0.1	3.4	-0.9	-3	-37	6
18	Cc1cc(C(=O)OCC(=O)N2CCOCC2)c2ccccc2n1	18	-16	5	96	1.6	-1.9	1.0	-0.4	0	28	2
19	CCn1c(=O)n(CC(=O)N2CC(C)CC(C)C2)c(=O)c2ccccc21 (stereo not drawn)	-11	4	1	101	3.6	2.0	1.3	-2.5	0	-20	14
20	COc1cc(-c2cc(C(=O)Nc3ccc(O)cc3)c3ccccc3n2)cc(OC)c1OC	-2	-12	6	96	2.9	-0.1	2.1	-0.6	6	-18	3
21	COC(=O)Cn1c(=NC(=O)CSC(C)=O)sc2ccccc21	4	-4	2	103	2.5	0.3	0.5	-1.5	-1	-34	9
22	Cc1ccc(/C(O)=C2/C(=O)C(=O)N(CCN3CCOCC3)C2c2cccs2)cc1 (stereo not drawn)	3	0	3	106	1.5	-1.2	1.3	-0.6	-2	-24	4
23	O=C(N/N=C/c1cccc([N+](=O)[O-])c1)c1cc2ccccc2o1	-11	7	107*	89	3.1	1.1	3.4	-2.6	6	18	13
24	CCOC(=O)N1CCC(N2Cc3cccc(C(=O)Nc4ccccc4OC)c3C2=O)CC1	-3	8	-2	107	1.1	0.6	0.1	-1.3	0	-11	7
25	Cc1ccc(C)c(NC(=O)C2CC(Cl)=CCC2C(=O)O)c1 (stereo not drawn)	-5	13	4	101	1.3	2.1	3.2	-0.7	6	-16	4
26	Cc1cc(NC(=O)CSc2nnc(-c3ccc(O)cc3)o2)no1	-1	-20	1	103	0.1	-2.2	-1.6	1.2	2	7	-6
27	CCN1C(=O)c2cccc3cccc1c23	5	-1	-12	98	-0.3	0.4	0.4	2.7	20	-6	-16
28	O=C(CSc1nnc(CN2CCOCC2)n1-c1ccc(Cl)cc1)Nc1cc(Cl)ccc1O	5	74	-4	.	2.5	-1.5	4.3	-0.1	3	-24	1
29	Cc1ccc2oc(C(=O)Nc3nnc(C)s3)c(C)c2c1	2	2	30	109	1.9	0.7	-0.1	-1.9	1	-19	11
30	Cc1nnc(SCC(=O)Nc2ccc(Cl)cn2)s1	-1	7	-14	95	5.9	0.3	-0.1	-0.3	-1	3	2
31	O=C(CN1CCCC1)Nc1ccc(Br)cc1	-2	14	-26	102	1.8	1.9	0.1	-0.3	3	-51	2
32	S=C1NC(c2ccccc2)=CC(c2ccccc2)N1 (stereo not drawn)	.	-10	0	98	2.0	-1.3	2.4	.	4	17	.
33	CC(C)CNS(=O)(=O)c1ccc(CCC(=O)NC2CCCCC2)cc1	-2	-6	8	107	2.2	-1.3	2.0	-1.3	-10	2	7
34	Cc1ccc(NC(=O)C(c2ccc(Cl)cc2Cl)N2CCCC2)cc1 (stereo not drawn)	-3	-6	4	102	2.7	2.3	2.7	6.4	1	-3	-35
35	Cc1cccc(NC(=O)CN2C(=O)N/C(=C/c3cc(C)n(-c4ccncc4)c3C)C2=O)c1	-5	-7	9	99	0.2	0.1	1.7	-0.2	6	2	1
36	COc1cccc(CN(CC2CCCO2)S(=O)(=O)c2ccc(S(=O)(=O)N(C)C)cc2)c1 (stereo not drawn)	-5	19	0	104	0.9	1.7	0.9	0.6	-3	-9	-4

Entries above marked active in Arrestin-AP2 inh:
#	structure	PKA-R1A act	SUMO Mot1 rescue	Arrestin-AP2 inh	Pemphigus Ab inh	phage Ecoli inh	AddAB inh	MOR-DOR ag	Tat transport	OPRM1-OPRD1 inv
23	O=C(N/N=C/c1cccc([N+](=O)[O-])c1)c1cc2ccccc2o1	-11	7	107*	89	3.1	3.4	-2.6	6	13

Later entries
No.	Molecule	PKA-R1A act	SUMO Mot1 rescue	Arrestin-AP2 inh	Pemphigus Ab inh	phage Ecoli inh	Ecoli viability	AddAB inh	MOR-DOR ag	Tat transport	PfHsp90 set2	OPRM1-OPRD1 inv
37	COc1cccc(CNC(=O)C2CCCN(c3nn4c(=O)cc(C)nc4s3)C2)c1 (stereo not drawn)	-10	7	28	105	3.8	0.8	0.2	-2.0	11	-6	11
38	COC(=O)[C@@H]1C[C@H]2CC[C@H](O)C[C@H]2N1Cc1ccc(N2CCN(C)CC2)cc1	10	33	13	99	2.8	0.2	1.1	-0.8	3	.	5
39	C=CCN1CCN(C(c2ccccc2)c2nnnn2CCC(C)C)CC1 (stereo not drawn)	-7	1	4	107	1.1	-1.6	-0.9	-1.3	-1	2	7
40	Cc1ccc(-c2c(C)cc3oc(=O)cc(-c4ccccc4)c3c2C)cc1	-2	.	5	99	0.8	0.7	0.6	-2.9	-1	5	15
41	CCOc1cc(C2CC(=O)NC3=C2C(=O)C(C(=O)OC)C(C)C3)cc(Br)c1O (stereo not drawn)	-3	43	8	108	-0.9	-1.7	2.2	-1.3	-10	10	5
42	CCOc1ccccc1Nc1nc(N)nc(CN2CCCCC2C)n1 (stereo not drawn)	-6	108	14	108	-0.5	-1.8	-1.4	-0.7	13	-8	3
43	CCCCCCCCCCCCN1[C@@H](CC(=O)OC)c2cc(C(F)(F)F)ccc2S1(=O)=O	4	-3	3	100	2.2	2.2	0.9	-1.4	4	.	7
44	Cc1cc(/C=N/NC(=O)c2c(Br)cnn2C)c(C)n1-c1cccc(Br)c1	-1	-4	16	165	3.0	3.3	0.9	-1.2	-1	-11	7
45	O=c1[nH]c(=O)c2nc3ccccc3nc2[nH]1	5	-4	14	97	-1.3	-2.1	5.9	-0.6	-6	-40	4
46	Cc1ccc(NC(=O)Cc2nc(CN(C)CC(=O)Nc3ccc(C)cc3)cs2)cc1	-14	10	0	.	0.6	-0.3	0.6	0.0	21	-11	0
47	O=C(Nc1c2c(nn1-c1ccc([N+](=O)[O-])cc1)CS(=O)(=O)C2)C1CC1	0	139	1	100	1.1	0.1	-1.3	-1.4	3	-8	7
48	COc1ccc(-c2[nH]c(-c3ccc(C(=O)O)cc3)nc2-c2ccccc2)cc1	0	-7	10	102	0.2	0.6	0.7	-3.2	2	10	16
49	Cc1ccc(CNc2ccc3c(c2)nc(C)n3C)cc1	2	8	-5	114	0.9	-0.2	1.5	-2.6	0	6	15
50	CCSc1nc2ccc(C)cc2cc1C#N	-2	-6	12	105	-0.1	-0.5	-1.1	2.2	8	.	-11
51	COc1cccc(CN(C)C(=O)c2sccc2-c2ccccc2)c1OC	-15	-26	-6	.	2.1	-0.1	0.9	-1.3	0	-19	7
